Bioassay records as filed in PubChem.
RBBP9 inh – human RBBP9 inhibitors, primary screen, biochemical, fluorescence polarization, FP-Rh probe, HTS. Serine hydrolase RBBP9 (Homo sapiens), O75884. recombinant RBBP9. inhibition, % at 7.94 µM. 220,000 tested, 0.2% active. AID 1515, 2009;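 active = inhibition above the campaign mean of all tested compounds plus 3 SD, cut at about 14% in these data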;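 also: plate controls were DMSO wells with RBBP9 for no effect and wells lacking RBBP9 protein for full effect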
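Material: RBBP9 protein. Amount: RBBP9 at 2.5 µM in dispensed solution, before mixing. Schedule: 30 min then 45 min, 25 °C. Medium: Tris buffer pH 8.0, NaCl, Pluronic. Measured by: fluorescence polarization. Measure: percent inhibition from mP, scaled between DMSO and no-protein wells. Replication: one well per compound.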
Hck-Nef inh – inhibitors of Nef-activated human Hck kinase, primary screen, biochemical, Z-Lyte FRET, 384-well, Hck-YEEI; Tyrosine-protein kinase HCK (Homo sapiens), P08631; Recombinant Hck-YEEI plus Nef, Z-Lyte FRET kinase assay; inhibition, % at 20 µM; 220,000 tested, 0.68% active; AID 463187, 2010;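 active = Hck-Nef kinase inhibition above about 50%, limit read from the data; inactive = inhibition below that limit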;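 also: 0% = DMSO with Hck plus Nef and 100% = Hck alone without Nef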
Runt-CBFb FRET – inhibitors of RUNX1 Runt–CBFb binding, primary screen, biochemical, FRET, Cerulean-Runt, Venus-CBFb, uHTS. Runt-related transcription factor 1 (Homo sapiens) + Core-binding factor subunit beta …. Cerulean-Runt/Venus-CBFb FRET ratio 530/480, 1 h. inhibition, % at 20 µM. 220,000 tested, 0.46% active. AID 1496, 2009;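 active = inhibition over about 50% at 20 µM in the single-dose screen, limit read from the data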;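 also: 0% = DMSO wells and 100% = excess unlabeled CBFb competitor control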
Target sequence (Q01196 whole entry, looked up): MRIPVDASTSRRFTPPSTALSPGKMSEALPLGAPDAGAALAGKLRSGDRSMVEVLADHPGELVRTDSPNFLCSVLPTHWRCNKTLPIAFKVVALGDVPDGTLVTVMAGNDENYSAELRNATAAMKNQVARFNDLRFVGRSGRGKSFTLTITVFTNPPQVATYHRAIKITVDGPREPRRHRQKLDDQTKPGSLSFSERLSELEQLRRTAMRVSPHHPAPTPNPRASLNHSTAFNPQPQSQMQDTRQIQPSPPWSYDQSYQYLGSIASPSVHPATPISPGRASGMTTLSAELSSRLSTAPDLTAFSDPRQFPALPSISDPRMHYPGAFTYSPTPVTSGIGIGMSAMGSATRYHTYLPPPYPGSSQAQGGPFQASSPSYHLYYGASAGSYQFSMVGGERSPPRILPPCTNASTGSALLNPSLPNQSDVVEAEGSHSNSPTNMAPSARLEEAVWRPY
Target sequence (Q13951 whole entry, looked up): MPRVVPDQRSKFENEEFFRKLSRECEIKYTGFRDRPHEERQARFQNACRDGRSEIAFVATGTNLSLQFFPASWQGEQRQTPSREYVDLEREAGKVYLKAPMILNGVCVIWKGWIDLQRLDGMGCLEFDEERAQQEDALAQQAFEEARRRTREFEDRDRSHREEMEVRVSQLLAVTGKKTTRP
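Buffer or medium: Tris pH 7.5 buffer with BSA. Assay system: Cerulean-labeled Runt domain protein. Amount: each fluorescent fusion protein 100 nM. Read-out basis: loss of energy transfer signal. Incubation: 1 h compound exposure, room temperature. Probe or stimulus: Venus-CBFb binding partner, 100 nM. Detection: FRET, excitation 422 nm, emission at 530 and 480 nm.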
PERK inh – block of dimerizer-induced PERK translation repression, primary screen, PERK inhibitor project, CHO PERK-DD cells, SEAP luminescence, HTS. CHO PERK-DD fusion, SEAP luminescence translation reporter. inhibition, % at 5.6 µM. AID 1416, 2008. Eukaryotic translation initiation factor 2-alpha kinase 3 (Homo sapiens), Q9NZJ5. 220,000 tested, 0.17% active;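 active = inhibition above the mean inhibition of all tested compounds plus 3 SD, set separately per screening campaign, cut at about 2.9% in these data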;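 also: PERK kinase domain activated by AP20187 dimerizer at 100 nM; 0% = DMSO with dimerizer and 100% = rapamycin at 8.4 µM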
PGE2 EP2 inh – human EP2 receptor antagonists, primary screen, TR-FRET cAMP, C6 glioma cells; Prostaglandin E2 receptor EP2 subtype (Homo sapiens), P43116; C6 glioma cells expressing human EP2; cells stimulated with saturating PGE2; inhibition, % at 25 µM; 260,000 tested, 0.52% active;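 active = percent inhibition above 40 after rounding to a whole number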;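 also: rat C6 glioma host cells with rolipram phosphodiesterase inhibitor present; the protocol text gives 20 µM as final concentration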
Target sequence (P43116 whole entry, looked up): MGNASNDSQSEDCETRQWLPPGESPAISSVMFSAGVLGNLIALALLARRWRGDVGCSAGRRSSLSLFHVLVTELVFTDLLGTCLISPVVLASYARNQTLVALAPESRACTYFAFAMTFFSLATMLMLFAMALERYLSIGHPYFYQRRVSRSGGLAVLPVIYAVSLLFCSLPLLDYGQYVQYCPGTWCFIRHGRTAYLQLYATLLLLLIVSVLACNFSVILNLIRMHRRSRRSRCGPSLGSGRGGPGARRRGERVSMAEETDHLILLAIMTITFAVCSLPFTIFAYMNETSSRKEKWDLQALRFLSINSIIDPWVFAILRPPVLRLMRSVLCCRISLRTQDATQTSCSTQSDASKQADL
EP2 modulator – EP2 receptor modulators, cAMP readout, primary screen, cell-based, HTRF cAMP, PGE2 stimulation; Prostaglandin E2 receptor EP2 subtype (Homo sapiens), P43116; EP2-expressing cells, cAMP HTRF FRET, PGE2 co-stimulation; induction, % at 25 µM; 260,000 tested, 0.83% active; AID 940, 2007;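 active = compounds whose cAMP rise, as percent of the full-agonist control response, exceeds 60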;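 also: rat C6 glioma line stably carrying human EP2 under a CMV promoter; the protocol text gives 20 µM as final concentration; 100% = response of wells given 1 µM PGE2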
zVAD death inh – inhibitors of zVAD-triggered necroptosis, primary screen, L929 cells; L929 zVAD necroptosis rescue, ATP luminescence, 24 h; with zVAD 60 µM; viability rescue, % at 10 µM; 220,000 tested, 0.38% active; AID 1377, 2008;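 active = activation, scaled between plate controls, above about 75%, limit read from the data; inactive = activation under that limit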;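 also: 0% = zVAD with DMSO and 100% = DMSO alone without zVAD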
TNF death inh – inhibitors of TNF-alpha triggered necroptosis, primary screen, cell-based, Jurkat FADD-/-, single concentration | Jurkat FADD-/- TNF necroptosis rescue, ATP luminescence, 24 h; 0 = TNF only, 100 = no-TNF cells | activation (protection from cell death), % at 10 µM | 220,000 tested, 0.068% active | AID 463075, 2010;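 active = activation, meaning protection from cell death, of at least 50% relative to plate controls; inactive = activation below 50%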;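 also: necroptosis triggered by 40 ng/mL TNF-alpha added together with compound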
Runt-SMMHC FRET – inhibitors of RUNX1 Runt–CBFb-SMMHC binding, primary screen, biochemical, FRET, Cerulean-Runt, Venus-CBFb-SMMHC, uHTS; Runt-related transcription factor 1 (Homo sapiens) + Core-binding factor subunit beta …; Cerulean-Runt/Venus-CBFb-SMMHC FRET ratio 530/480, 1 h; inhibition, % at 20 µM; 220,000 tested, 0.74% active;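 active = mean inhibition across duplicate retests at 20 µM reaching about 50%, limit read from the data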;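 also: 0% = DMSO wells and 100% = wells with excess untagged CBFb-SMMHC; inhibitors lower the FRET ratio by blocking Runt binding to CBFb-SMMHC; some results filed as inactive read as strong as hits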
Numbers without * were called inactive; · = not tested or not shown; & = joins results of further samples. Not all compounds are listed; count on the stated rates, not on these rows.

SMILES	RBBP9 inh	Hck-Nef inh	Runt-CBFb FRET	PERK inh	PGE2 EP2 inh	EP2 modulator	zVAD death inh	TNF death inh	Runt-SMMHC FRET
O=C(Cn1nc(-c2ccccc2)c2ccccc2c1=O)Nc1ccc(O)cc1	-5	29	0	1.7	2	7	0.7	1.5	0
C=CCc1cc(/C=N/NC(=O)CSc2nnc(CCCc3ccc(OC)cc3)o2)cc(OC)c1O	-10	2	0	-0.2	9	19	0.3	2.2	3
CN(C)c1ncc(S(=O)(=O)c2ccc(Cl)cc2)c(-c2ccccc2)n1	1	0	0	-0.3	4	80*	0.3	2.8	0
O=C(CN(Cc1ccco1)C(=O)c1cc(=O)[nH]c2ccccc12)Nc1ccccc1Br	-5	1	3	-0.2	13	17	1.3	-0.4	4
Cc1cc(C)n(C(=O)CCCCCCCCC(=O)n2nc(C)cc2C)n1	-2	1	-6	0.8	1	61*	0.1	-0.9	-7
CCOc1cc(C(=O)NCCCn2ccnc2)cc(OCC)c1OCC	-2	2	1	0.2	3	4	0.5	2.4	5
N/C(=N\OC(=O)C1CC1)c1ccc([N+](=O)[O-])s1	3	5	0	1.1	8	-2	-0.5	-7.9	-2
OC(COCC1COc2ccccc2O1)CN1CCN(c2ccccc2F)CC1 (stereo not drawn)	-2	-1	-1	-0.6	13	-27	-0.1	-9.9	6
Cc1cccc(S(=O)(=O)c2c(N)n(/N=C/c3ccccc3)c3nc4ccccc4nc23)c1	1	15	1	0.1	6	10	-0.1	-2.1	2
CCOC(=O)NCC(C#CCN(CC)CC)N(CC)CC (stereo not drawn)	-10	0	-3	-0.1	13	9	0.1	-2.8	42
Cc1cc(C)nc(NS(=O)(=O)c2ccc(NC(=O)CSc3ncn[nH]3)cc2)n1	-3	22	0	0.9	7	-1	0.5	2.8	3
Cc1ccccc1OCC(=O)N/N=C/c1ccccn1	-3	26	0	0.4	3	-29	3.6	1.6	3
COc1ccc(CCN(C)CC(=O)Nc2cc(C)nc3ccccc23)cc1OC	-3	30	3	1.2	4	5	0.9	1.0	3
OCC1(Cc2cccc(Cl)c2)CCCN(Cc2cn[nH]c2C2CCCCC2)C1 (stereo not drawn)	-4	16	-2	0.2	11	49	12	4.0	0
O=c1c2ccccc2ncn1-c1ccc(Cl)cc1Cl	-5	17	1	-1.2	8	12	0.6	-2.2	-3
CCOC(=O)C1CCCN(C(=O)c2cc(-c3ccc(C)cc3)nc3ccccc23)C1 (stereo not drawn)	-9	-10	-7	0.5	1	3	1.9	-2.2	-1
Cc1ccccc1NC(=O)COC(=O)CCc1nc2ccccc2c(=O)[nH]1	-6	17	-1	1.1	2	20	1.2	0.1	3
CC(C)[C@H](NC(=O)Nc1cccc(C(F)(F)F)c1)C(=O)O	-12	-1	-1	1.0	16	17	0.0	0.5	0
Cc1nn(C)c(C)c1S(=O)(=O)NCc1cccs1	-9	0	6	2.2	6	-4	-0.3	-2.0	5
OC(CC#CCN1CCCC1)(c1ccccc1)c1ccccc1	-8	18	2	-0.8	7	5	-0.7	3.2	0
Cc1ccc(CC2C(=O)N(c3ncccn3)C(=O)C2C)cc1 (stereo not drawn)	0	2	2	0.6	5	-15	0.6	1.0	0
O=C(Nc1ccc(Cl)c(Cl)c1)N(Cc1cccnc1)Cc1ccco1	-3	0	-1	-1.0	·	-14	2.3	1.1	-1
COc1cc(C2C(C#N)=C(C)NC(C)=C2C#N)cc(OC)c1OC	-8	5	-1	0.0	7	28	·	0.7	-5
C#CCOCCOCCOCCNc1nc(N2CCN(C(=O)[C@H](CCCCN)n3cc([C@@H](N)CC(C)C)nn3)CC2)nc(N2CCN(C(=O)[C@H](Cc3ccc(O)cc3)n3cc([C@@H](N)CC(C)C)nn3)CC2)n1	0	16	0	0.4	·	-4	-0.2	2.2	3
O=C(CN1CCCCCC1)Nc1ccc(F)c(F)c1F	4	1	-1	0.7	9	16	-0.4	-2.2	1
O=S(=O)(c1ccccc1Cl)N1CCCC1c1nc(-c2ccc(Cl)cc2)no1 (stereo not drawn)	-8	3	0	1.0	6	46	0.8	-6.6	5
Cc1sc2ncnc(OCC(=O)N3CC(=O)Nc4ccccc43)c2c1C	12	22	0	1.2	12	1	-1.3	1.0	-8
COc1ccc(N(CC(=O)NCc2cccnc2)S(=O)(=O)c2c(C)nn(C)c2C)cc1	-3	0	3	1.3	7	17	0.7	0.4	1
Cc1cc(C)n(-c2n[nH]c(=O)c3ccccc23)n1	8	9	0	0.2	10	10	0.7	1.2	0
CCOC(=O)C1(CCc2ccccc2)CCN(C(=O)c2occc2C)CC1	-9	1	-2	0.6	4	32	-0.8	1.4	2
CCOC(=O)c1cccc(NC(=O)CNC(=O)C2CCCCC2)c1	-4	-1	-1	-1.8	8	0	-0.8	1.1	1
CN(C)/N=C1\CCS(=O)(=O)c2sccc21	-6	10	-1	0.6	7	-40	3.1	0.7	0
COc1ccc2[nH]cc(CCNS(=O)(=O)Cc3ccccc3)c2c1	-8	17	3	0.2	8	-42	4.1	1.1	-4
Cc1nn(-c2ccccc2)c(Cl)c1C(=O)OC(C)C(=O)NC(=O)NC1CCCCC1 (stereo not drawn)	-2	0	0	-1.1	20	13	1.8	0.1	-4
O=C(O)CSCC(=O)NC1CCCc2ccccc21 (stereo not drawn)	-3	8	0	1.2	7	22	0.8	3.9	-6
CCCCCCn1cc(C(=O)O)c(=O)c2ccccc21	-9	-2	0	0.1	18	31	-0.3	0.0	2
CC(C)c1ccc(NS(=O)(=O)c2ccc(Cl)nc2)cc1	-3	0	-3	0.6	15	8	2.5	-0.2	3
COc1ccc(N(C(=O)c2ccco2)S(=O)(=O)c2cccc([N+](=O)[O-])c2)cc1	-4	0	1	0.2	3	19	0.0	-1.2	0
COc1ccc(NC(=O)c2cccc(OC(F)F)c2)cc1Cl	-13	-1	19	-0.1	10	-13	-0.2	0.4	-6
CC(C)(C)c1ccc(C(=O)NNC(=O)c2ccccc2Br)cc1	3	1	0	1.1	7	0	0.1	-2.7	4
COCCCn1nnnc1SCC(=O)Nc1nc(C)c(C)s1	-13	2	-3	-0.5	15	29	0.4	0.0	2
N#CCc1c(C#N)c(N)nc(N2CCN(S(=O)(=O)c3ccccc3)CC2)c1C#N	-9	1	-3	-0.3	6	-30	0.3	-5.1	-8
O=C(Nc1ccc(F)cc1)C1CCN(c2nnnn2-c2ccccc2)CC1	-4	2	-4	-0.8	10	-4	-0.1	-3.5	-6
NC(=O)c1ccc(NC(=O)COC(=O)/C=C/c2ccc3c(c2)OCO3)cc1	-4	-2	-2	-1.1	7	19	0.8	1.7	-6
Cc1nn(-c2ccccn2)c2c1C(c1ccsc1)C1=C(CCCC1=O)N2 (stereo not drawn)	-6	4	0	-0.1	·	-10	-0.9	1.9	0
O=C(CN1CCCCCCC1)N/N=C/c1ccc(F)cc1F	-4	3	-1	0.6	4	2	1.3	1.9	1
CC1(C)SC(=S)N(NC(=O)Nc2cccc3ccccc23)C1N(O)C(=O)Nc1ccccc1 (stereo not drawn)	-25	4	1	-0.2	8	-4	1.8	4.5	1
Cc1ccc(CNC(=O)CCNS(=O)(=O)c2ccc3c(c2)c(=O)n(C)c(=O)n3C)cc1	-4	0	-1	0.7	8	-20	1.2	-1.0	2
CC1CCCCC1NC(=O)CSc1ccc([N+](=O)[O-])cc1 (stereo not drawn)	0	16	-1	0.7	5	30	0.3	5.6	-2
COc1ccc(-n2c(Cc3cccn3C)nnc2SCC(=O)Nc2ccc3c(c2)OCCO3)cc1	-6	0	5	-1.1	8	-10	0.3	-0.6	-2

Next entries.
SMILES	RBBP9 inh	Hck-Nef inh	Runt-CBFb FRET	PERK inh	PGE2 EP2 inh	EP2 modulator	zVAD death inh	TNF death inh	Runt-SMMHC FRET
CCCc1nnc2c(N(C)S(=O)(=O)c3ccc(C)cc3)nc3ccccc3n12	-8	4	-3	-0.2	5	30	1.5	-0.1	3
N#C/C(=C\c1ccc(O)c([N+](=O)[O-])c1)C(=O)NCc1ccccc1	0	-11	-2	2.0	4	-34	-0.1	1.2	1
Cc1ccc(S(=O)(=O)NC2CCCC(C(=O)O)C2)cc1 (stereo not drawn)	-4	0	-3	0.5	10	1	0.9	0.6	-3
O=C1CC(N2CCN(c3ccc(O)cc3)CC2)C(=O)N1Cc1cccs1 (stereo not drawn)	-2	0	42	1.1	18	5	0.3	0.3	34
O=C(c1ccc(-n2cnnn2)cc1)N1CCCCC1	-7	0	-2	1.0	4&11	-17&21	0.3	-1.6	-1
CC(C)(C)c1cc(-c2ccco2)c(C#N)c(SCC#N)n1	5	8	-3	-0.5	15	35	-0.5	-3.7	-2
Cc1occc1-c1nnc(SCC(=O)c2c(N)n(Cc3ccccc3)c(=O)n(C)c2=O)n1C	-7	0	-1	2.5	10	14	-0.1	-1.0	3
COc1ccc(/C=N/NC(=O)c2ccc(COc3cccc4cccnc34)cc2)cc1OC	-2	14	-4	0.3	26	-45	1.9	-2.1	-3
CCOC(=O)c1cc2c(ccn2C)n1CC(=O)N1CCCC(C)C1 (stereo not drawn)	-7	1	23	0.1	15&6	-26&6	0.0	-0.7	-15
O=C(c1cccc(S(=O)(=O)N2CCCC2)c1)N1CCN(c2ncccn2)CC1	-14	-4	0	-0.9	8	12	-0.7	-0.5	-1
Cc1cc(NC(=O)CSc2nnc(N)s2)c([N+](=O)[O-])cc1C	-5	20	1	0.3	4	4	0.4	-0.7	-1
CC(=O)Nc1ccc(NC(=O)CSCCc2ccccn2)cc1	-6	-1	-1	0.0	6	-11	1.7	0.8	-3
